D1 antagonist – human D1 dopamine receptor antagonism; HEK293 TREx D1 cells, calcium flux, dopamine EC80; active compounds read low; activity change, negative = inhibition, % at 10 µM; AID 504652; P21728; 360,000 compounds, 3.2% hits; in the data active = activity change below about -30%; also: % is scaled to controls: 0 for no effect and ±100 for the full control effect
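Allosteric or orthosteric antagonism assessed as attenuation of the calcium response to EC80 dopamine, added 180 s after compound, in induced HEK293 Trex D1 cells loaded with no-wash calcium dye.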
D1 potentiator – potentiators of human D1 dopamine receptor; AID 504651; P21728; HEK293 TREx D1 cells, calcium flux, dopamine EC20 potentiation; 360,000 compounds, 0.036% hits; potentiation, % at 10 µM; in the data active = potentiation above about 30%; also: 0% is about no effect
LDHA inh – LDHA (human) enzyme inhibition; P00338; purified LDHA, NADH/diaphorase-resazurin fluorescence; active compounds read low; activity change, % (values are at about 110 or 230 µM); 480,000 compounds, 0.15% hits; AID 1347041; in the data active = activity change below about -30%; inconclusive = mostly about -25% to -30%;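 also: plate controls were DMSO wells for no effect and wells without enzyme for full effect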
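Human LDH5 (2 nM) was incubated with 0.06 mM NADH and 0.2 mM pyruvate for 5 min at room temperature in Tris pH 7.4. Remaining NADH was coupled through diaphorase/resazurin, and resorufin fluorescence was read at 0 and 20 min.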
Vif-APOBEC3G blk – inhibitors of Vif-APOBEC3G interaction | HeLa A3G-eYFP + Vif (tagged APOBEC3G with the HIV-1 protein that degrades it), YFP fluorescence, overnight | Potency, µM (doses to about 46.1 µM), for the others: top-dose activity, negative = active, most hits filed as inhibitors | 410,000 compounds, 0.076% hits | AID 602310;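 also: potency is read from the fitted curve at half-maximal effect; % is scaled to controls: 0 for no effect and ±100 for the full control effect; nearly all actives have a fitted effect of over 60% in size; hits raise eYFP signal because A3G escapes Vif-driven loss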
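HeLa cells stably expressing Vif and C-terminally eYFP-tagged A3G, seeded overnight at 37 deg C, then exposed to compound by pintool overnight at 37 deg C. Rise in yellow fluorescence (Ex 488/Em 500-530, Acumen) marks blocked Vif-driven A3G degradation.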
D1 ag – agonists of human D1 dopamine receptor. activation, % at 2 µM. AID 504660. P21728. 360,000 compounds, 1% hits. HEK293 T-REx D1 cells, calcium flux, agonist mode; in the data active = activation above about 30%; also: 0% is about no effect
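Inducible HEK293 T-REx D1 cells, force-coupled to calcium signalling, were plated at 4000 cells/well with tetracycline and held overnight at 30 C. After no-wash calcium dye loading, compound-evoked calcium rise over 180 s flagged agonists.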
Glioma ERSR ind – ER stress response induction in glioma; AID 602332; U87-MG GRP78 promoter luciferase reporter, 16 h; Potency, µM, without a hit: at the highest dose activation, actives largely listed as activators; 420,000 compounds, 0.02% hits; also: potency is read from the fitted curve at half-maximal effect; series mostly up to about 76 µM; % of control where 0% means no effect; nearly all actives have a fitted effect of over 35% in size
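ERSR induction read as luciferase luminescence (Bright-Glo, 10 min at room temperature) in stably transfected human U87-MG glioma cells exposed to compounds for 16 h, using GRP78 as sensor.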
Vif-APOBEC3F blk – Vif-A3F binding inhibition. HeLa A3F-eYFP + Vif (tagged APOBEC3F with the HIV-1 protein that degrades it), YFP fluorescence increase. Potency, µM (highest dose often 46.1 µM), inactives show at the highest dose activity, negative = active. 390,000 compounds, 0.2% hits. AID 602313; also: potency is read from the fitted curve at half-maximal effect; % of control where 0% means no effect; nearly all actives have a fitted effect of over 65% in size
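HeLa cells stably expressing Vif plus C-terminally eYFP-tagged A3F were seeded, incubated overnight at 37 deg C, dosed with compound, incubated overnight again at 37 deg C. Yellow fluorescence (Ex 488/Em 500-530) reported blocked Vif-mediated A3F-eYFP degradation.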
RXFP1 agonist – activates the human relaxin receptor RXFP1 | AID 2676 | Q9HBX9 | 370,000 compounds, 0.3% hits | Potency, µM (highest dose often 57.5 µM), without a hit: at the highest dose activation, hits mostly activators | HEK293T-RXFP1 cAMP TR-FRET, 30 min; response scale: percent of porcine relaxin response, buffer zero; also: potency is read from the fitted curve at half-maximal effect; % is scaled to controls: 0 for no effect and ±100 for the full control effect; nearly all actives have a fitted effect of over 60% in size; many of its hits are not listed in these tables
Target sequence (Q9HBX9 whole entry, looked up): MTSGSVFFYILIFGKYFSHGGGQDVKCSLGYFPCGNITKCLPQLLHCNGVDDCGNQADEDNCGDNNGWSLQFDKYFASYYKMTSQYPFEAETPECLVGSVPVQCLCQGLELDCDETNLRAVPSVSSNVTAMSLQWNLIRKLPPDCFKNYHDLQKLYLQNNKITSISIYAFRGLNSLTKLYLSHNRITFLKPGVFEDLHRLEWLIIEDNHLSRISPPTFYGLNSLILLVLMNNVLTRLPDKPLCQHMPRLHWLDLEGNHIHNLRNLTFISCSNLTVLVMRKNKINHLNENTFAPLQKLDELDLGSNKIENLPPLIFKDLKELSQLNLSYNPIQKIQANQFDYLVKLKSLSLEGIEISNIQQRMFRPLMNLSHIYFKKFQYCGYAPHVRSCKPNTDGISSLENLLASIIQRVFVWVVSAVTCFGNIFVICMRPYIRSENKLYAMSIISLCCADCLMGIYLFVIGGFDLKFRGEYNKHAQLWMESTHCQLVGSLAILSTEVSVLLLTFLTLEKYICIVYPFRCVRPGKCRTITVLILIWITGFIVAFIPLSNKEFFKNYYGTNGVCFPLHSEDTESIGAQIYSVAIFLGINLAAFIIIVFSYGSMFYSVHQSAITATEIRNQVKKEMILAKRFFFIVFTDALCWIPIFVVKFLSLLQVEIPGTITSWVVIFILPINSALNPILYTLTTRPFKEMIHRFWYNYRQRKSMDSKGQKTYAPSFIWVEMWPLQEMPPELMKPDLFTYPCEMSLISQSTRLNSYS
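Agonist response is measured as cAMP accumulation in an RXFP1-transfected HEK293T line under PDE4 inhibition. Values are scaled between buffer-only and 29 nM porcine relaxin, and EC50s come from standard Hill equation fits.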
D2 potentiator – D2 dopamine receptor (human) potentiation. P14416. HEK293 T-REx D2, calcium flux, EC20 dopamine potentiation. potentiation, % at 10 µM. 340,000 compounds, 0.34% hits. AID 485347;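 active = potentiation over 3 SD above the plate norm, cut at about 30% in these data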; also: 0% is about no effect
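Primary screen. Calcium kinetics in induced HEK293 T-REx D2 cells: compound pre-addition 180 s, EC20 dopamine, 180 s more.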
The depositor's hits bear a star; u = inconclusive; x = no result given; & = joins results of further samples. Unless noted, calls follow the shape of the dose curve; as a rule, active = well fitted curve in the direction sought with a large enough effect; inconclusive = small, poorly fitted or top-dose-only effect, or another doubt; inactive = no such curve, though single readings can be large; an effect the other way counts as inactive or inconclusive. Not all compounds are listed. The share of hits here may be higher or lower than overall.

SMILES	D1 antagonist	D1 potentiator	LDHA inh	Vif-APOBEC3G blk	D1 ag	Glioma ERSR ind	Vif-APOBEC3F blk	RXFP1 agonist	D2 potentiator
[O-]c1c[n+](-c2ccc(-[n+]3cc([O-])on3)cc2)no1	1	1	14	0%	1	3%	0%	-1.9%	-2
CCC(=O)N1CCc2cc(Br)cc(S(=O)(=O)N(C)c3ccc(OC)cc3)c21	-25	-6	0	-16%	3	-2%	7%	0.3%	x
CCO[C@@H]1OC(C(=O)NCc2nc3ccccc3[nH]2)=C[C@H](C)[C@H]1CCCO	-22	-1	-1	-5%	-1	-4%	0%	-0.5%	0
O=C(Nc1nccs1)c1cccnc1Cl	3	6	-4	1%	2	0%	-13%	-4.2%	5
COC(=O)c1ccccc1NC(=O)C(C)n1nc(C)c2c(C)n(-c3ccccc3)nc2c1=O (centres undefined)	7	-1	-11	-6%	3	-4%	-15%	9.9%	-5
O=C(NNC(=O)c1ccc(NC(=O)c2ccccc2)cc1)c1ccccc1	8	-5	-11	0%	59*	-1%	15%	8.5%	1
Nn1c(SCC(=O)NCCC2=CCCCC2)nnc1C1CCCCC1	-25	-1	-1	-2%	0	-3%	3%	0.7%	1
N#C/C(=C\c1ccc(N2CCOCC2)o1)c1ccccc1	9	-4	9	u	0	11%	u	1.7%	-5
Cc1c(C(=O)N2CCN(c3ccccc3F)CC2)sc2nc(-c3ccccc3)cn12	-4	-6	-3	1%	6	-3%	0%	1.8%	-22
O=C(O)c1cccc(S(=O)(=O)N2CCCC(c3nc4c(nnn4Cc4ccc(F)cc4)c(=O)[nH]3)C2)c1 (centres undefined)	6	-5	-11	2%	2	-6%	1%	1.1%	3
O=C(Cn1c[n+](CC(=O)c2ccc([N+](=O)[O-])cc2)cn1)c1ccc([N+](=O)[O-])cc1	7&6	6&-3	-2&8	4%&-2%	1&1	-6%&4%	0%&0%	-0.1%&0.0%	-5&4
NC(=O)c1c(NC(=O)C2CC=CCC2C(=O)O)sc2c1CCCCC2 (centres undefined)	10	2	0	-7%	0	6%	2%	3.9%	-3
Cc1ccc(-c2csc3ncnc(SCC(=O)NCc4ccc5c(c4)OCO5)c23)cc1	5	0	-6	2%	3	-2%	-1%	8.8%	9
CC1(C)CC(=O)C2=C(C1)Nc1cc(C(=O)c3ccccc3)ccc1NC2c1ccccn1 (centres undefined)	8	0	-7	-9%	1	-2%	-7%	3.2%	5
Cc1ccc(C(=O)CC2(O)C(=O)Nc3ccccc32)s1 (centres undefined)	6	-7	0	1%	1	-3%	-5%	2.1%	3

Looked up above:
`CCO[C@@H]1OC(C(=O)NCc2nc3ccccc3[nH]2)=C[C@H](C)[C@H]1CCCO` in D2 potentiator reads 0
`NC(=O)c1c(NC(=O)C2CC=CCC2C(=O)O)sc2c1CCCCC2` (centres undefined) in RXFP1 agonist reads 3.9%
`N#C/C(=C\c1ccc(N2CCOCC2)o1)c1ccccc1` in Glioma ERSR ind reads 11%
`COC(=O)c1ccccc1NC(=O)C(C)n1nc(C)c2c(C)n(-c3ccccc3)nc2c1=O` (centres undefined) in RXFP1 agonist reads 9.9%

Further records:
SMILES	D1 antagonist	D1 potentiator	LDHA inh	Vif-APOBEC3G blk	D1 ag	Glioma ERSR ind	Vif-APOBEC3F blk	RXFP1 agonist	D2 potentiator
Cc1c(-c2ccc(Cl)cc2)c(=O)oc2ccc(OC(=O)N3CCOCC3)cc12	x	-3	-3	6%	11	2%	4%	1.3%	10
CSc1nc(Cc2ccccc2)nc2ccccc12	3	5	-1	-5%	4	-1%	-11%	18%	-7
CC(=O)C1=C(c2ccc(C)c(C)c2)N(C(C)=O)n2c(nnc2-c2ccc(Cl)cc2)S1	x	-2	-7	4%	-2	0%	0%	1.1%	1
Cc1ccccc1Oc1nc2c(C)cccn2c(=O)c1/C=C(\C#N)C(=O)NC1CCS(=O)(=O)C1 (centres undefined)	7	5	-5	-11%	1	u	14%	2.2%	-4
NS(=O)(=O)c1cc(C(=O)OCC(=O)NNC(=O)c2ccccc2)ccc1Cl	0	-4	-8	4%	0	-3%	-17%	0.3%	-6
Cc1ccc(NC(=O)CSc2nc3ccccc3c3nc(CCc4c(C)n[nH]c4C)nn23)cc1F	1	5	-5	-22%	5	-10%	-14%	-0.1%	x
CCCC(c1nnnn1CCOC)N1CCN(Cc2ccccc2)CC1 (centres undefined)	-14	1	-2	7%	3	-2%	-5%	1.3%	-8
CCN(CC)CCOC(=O)c1cccc(Cl)c1	-7	-3	-7	-4%	4	-5%	-2%	1.0%	-9
CCCn1cc(S(=O)(=O)c2ccc(OC)cc2)c(=O)c2cc(OC)ccc21	6	-2	-4	1%	-1	-4%	-7%	2.5%	-4
CC(C)N1CCc2c(sc(N)c2C#N)C1	2	-2	0	-9%	6	-2%	-6%	4.0%	-10
CC(C)(C)c1ccc(/C=C(\c2nc3ccccc3[nH]2)S(=O)(=O)c2ccccc2)cc1	x	x	1	u	x	-17%	-1%	x	x
Cc1nc2ccccn2c1-c1ccnn1S(=O)(=O)c1ccc(F)cc1	-6	-2	0	3%	6	-4%	2%	-0.9%	-5
C#CCOC(=O)C[N+](C)(C)C/C=C/c1ccccc1	-9	-5	-3	0%	2	-4%	15%	-3.7%	-8
CCOC(=O)Cn1c(=O)n(CC2CCCO2)c2nc(-c3ccc(C(C)C)cc3)nc(C(N)=O)c21 (centres undefined)	7	-1	-5	0%	2	-2%	-2%	-1.6%	0
CCN(C(=O)CSc1nc2cc(C(=O)O)ccc2c(=O)n1Cc1ccccc1)c1ccccc1	-8	5	-4	-2%	4	-3%	1%	2.3%	22

Shown with values under each structure: part of the list above
Every second line gives: D1 antagonist | D1 potentiator | LDHA inh | Vif-APOBEC3G blk | D1 ag | Glioma ERSR ind | Vif-APOBEC3F blk | RXFP1 agonist | D2 potentiator
- NS(=O)(=O)c1cc(C(=O)OCC(=O)NNC(=O)c2ccccc2)ccc1Cl
  0 | -4 | -8 | 4% | 0 | -3% | -17% | 0.3% | -6
- CCN(C(=O)CSc1nc2cc(C(=O)O)ccc2c(=O)n1Cc1ccccc1)c1ccccc1
  -8 | 5 | -4 | -2% | 4 | -3% | 1% | 2.3% | 22

In the list so far, 2 have an aryl methoxy group:
SMILES	D1 antagonist	D1 potentiator	LDHA inh	Vif-APOBEC3G blk	D1 ag	Glioma ERSR ind	Vif-APOBEC3F blk	RXFP1 agonist	D2 potentiator
CCC(=O)N1CCc2cc(Br)cc(S(=O)(=O)N(C)c3ccc(OC)cc3)c21	-25	-6	0	-16%	3	-2%	7%	0.3%	x
CCCn1cc(S(=O)(=O)c2ccc(OC)cc2)c(=O)c2cc(OC)ccc21	6	-2	-4	1%	-1	-4%	-7%	2.5%	-4

The list continues.
SMILES	D1 antagonist	D1 potentiator	LDHA inh	Vif-APOBEC3G blk	D1 ag	Glioma ERSR ind	Vif-APOBEC3F blk	RXFP1 agonist	D2 potentiator
COc1ccc(-c2ccccc2)c2oc(-c3ccco3)cc(=O)c12	x	x	-2	-3%	x	0%	4%	x	x
Cc1csc2c(NCCCN3CCOCC3)ncnc12	-3	-4	4	-1%	6	-1%	-18%	6.9%	-1
CCN1C(=O)CC(N2CCC(C(=O)OC)CC2)C1=O (centres undefined)	0	1	-6	-3%	5	-2%	0%	0.6%	-8
O=C(c1ccc([N+](=O)[O-])s1)N1CCN(c2ccccn2)CC1	-13	x	-2	-6%	4	-3%	-5%	3.5%	-1
COc1cc(OC)cc(C(=O)NCCCn2ccnc2)c1	15	0	-4	-8%	2	-3%	-15%	0.1%	-9
N#CCn1cc(/C=N/NC(=O)c2cc3c(ccc4ccccc43)o2)c2ccccc21	6	-1	-14	-27%	3	-10%	-15%	5.7%	-1
CN(C)C(=S)NCc1ccccc1	-18	5	-1	1%	1	-4%	8%	-0.3%	-7
COc1cccc(NC(=O)C(c2ccccc2)N2CCCC2)c1 (centres undefined)	4	5	-6	0%	3	0%	-4%	0.6%	2
CC1CCN(S(=O)(=O)c2ccc3c(c2)N(CC(=O)N2CCN(c4ccc(Cl)cc4)CC2)C(=O)CO3)CC1	25	3	-2	-2%	3	-4%	-1%	0.3%	-7
CCc1ccc2[nH]c(=O)c(C(c3nnnn3CCOC)N3CCN(c4ccc(F)cc4)CC3)cc2c1 (centres undefined)	-12	1	-1	-6%	1	-7%	3%	-0.1%	0
CCc1ccc2oc(-c3cc(NC(=O)C(C)C)cc(C)c3O)nc2c1	1	-2	-11	-27%	0	-1%	-2%	u	-1
COc1ccc(CCC(C)NCc2ccccc2OC)cc1 (centres undefined)	1	-5	-1	4%	6	0%	0%	1.2%	-7
O=C(CSCc1ccc(F)cc1)N1CCN(c2ccc(F)cc2)CC1	-2	-4	2	6%	1	2%	-2%	0.9%	-6
O=C(NNC(=O)c1cccc2ccccc12)c1ccc(Cl)cc1	x	x	-8	1%	x	3%	4%	x	x
COc1cc(OC)c(C(=O)OCC(=O)Nc2ccccc2Cl)cc1OC	-12	8	-5	0%	2	-6%	-1%	0.3%	-1
CN1CCN(C(=O)c2ccc(S(=O)(=O)N(C)c3ccccc3)cc2)CC1	x	x	-1	-5%	x	-4%	0%	x	x
CCc1ccc(S(=O)(=O)Nc2cccc(-c3ccc4nnc(C)n4n3)c2)s1	-9	-3	2	-17%	4	-2%	10%	5.4%	-7
O=C1NC[C@@H](c2ccccc2)OC(=O)[C@@H](Cc2ccc(F)cc2)C/C=C\C[C@@H]1CC(=O)N(CCO)Cc1ccccc1	x	x	-3	-14%	x	-5%	0%	x	x
